# Screening results (PubChem BioAssay)
# NR2F2 inh: NR2F2 transcriptional activity inhibitors, primary screen, cell-based, luciferase reporter, HEK293T, luminescence | 0.7% of 370,000 active | inhibition, % at 8.6 µM | AID 686940, 2013 | HEK293T NGFI-A luciferase reporter;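 active = inhibition above a per-plate cutoff, mean inhibition of test wells between control levels plus 3 SD, cut at about 38% in these data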;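 note: cells cotransfected with COUP-TFII expression vector driving the NGFI-A reporter; 0% = median of COUP-TF2 test wells and 100% = reporter-only cells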
# Vif inh: HIV Vif self-association inhibitors, primary screen, imaging, HEK293T, single point | HEK293T cells, Vif self-association by quenched fluorescence, 24 h | inhibition, % at 7.49 µM | 0.35% of 340,000 active | AID 602346, 2012; in the data active = inhibition above about 50%, passing the limit was not always enough; note: some results filed as inactive read as strong as hits
# TROY signal inh: inhibitors of TROY-driven NF-kB signaling, primary screen, Q293 LMP1-TROYcd cells, NF-kB luciferase, uHTS; AID 1347056, 2019; inhibition, % at 10 µM; 0.98% of 360,000 active; Q293 LMP1-TROYcd NF-kB luciferase reporter, 4 h;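 active = compounds whose plate-normalised and pattern-corrected inhibition of the luciferase reporter signal at the single screening dose is 50% or more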
# NR5A2 inv ag: LRH-1 (NR5A2) inverse agonists, primary screen, cell-based, luminescence, HEK293T, StAR-luciferase reporter | Nuclear receptor subfamily 5 group A member 2 (Homo sapiens), O00482 | LRH-1 transfected, 24 h | inhibition, % at 3.6 µM | 0.13% of 360,000 active;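 active = inhibition above the mean inhibition of all tested compounds plus 3 SD, cut at about 73% in these data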;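 note: 0% = DMSO wells and 100% = reporter-only cells lacking LRH-1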
# Target sequence (O00482 whole entry, looked up): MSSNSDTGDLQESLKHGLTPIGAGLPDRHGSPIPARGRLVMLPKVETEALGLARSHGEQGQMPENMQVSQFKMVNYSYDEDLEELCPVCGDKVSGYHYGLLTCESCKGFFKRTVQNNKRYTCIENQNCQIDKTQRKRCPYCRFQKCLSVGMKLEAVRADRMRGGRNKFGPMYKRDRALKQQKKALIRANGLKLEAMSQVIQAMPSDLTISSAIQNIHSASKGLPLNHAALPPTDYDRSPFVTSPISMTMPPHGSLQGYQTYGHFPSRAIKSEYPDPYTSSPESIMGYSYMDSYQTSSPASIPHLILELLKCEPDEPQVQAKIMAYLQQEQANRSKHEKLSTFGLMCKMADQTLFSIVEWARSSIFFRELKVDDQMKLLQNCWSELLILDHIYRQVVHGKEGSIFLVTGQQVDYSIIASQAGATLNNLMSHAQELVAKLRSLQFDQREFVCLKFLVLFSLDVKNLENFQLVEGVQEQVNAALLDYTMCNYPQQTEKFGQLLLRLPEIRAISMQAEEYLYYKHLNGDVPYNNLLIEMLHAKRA
# NCOA3 inh: SRC3 coactivator transcriptional activity inhibitors, primary screen, cell-based, luminescence | AID 588352, 2011 | 0.17% of 360,000 active | HEK293 GAL4-SRC3 luciferase reporter | Nuclear receptor coactivator 3 (Homo sapiens), Q9Y6Q9 | inhibition, % at 3.6 µM;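 active = inhibition above a per-campaign cutoff, the mean of all compounds plus 3 SD, cut at about 60% in these data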;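 note: 0% = DMSO-treated cells and 100% = gossypol-treated cells at 36 µM; higher means less SRC3-driven luciferase light from the GAL4 reporter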
# TRAIL sens C8: viability loss with TRAIL in NB7+C8 cells, primary screen, TRAIL sensitizer project, cell-based, ATPlite luminescence; inhibition (viability loss, TRAIL sensitization), % at 10 µM; 1% of 360,000 active;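 active = compounds causing at least 50% loss of cell viability in the single-dose screen, relative to plate controls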
# SRC2 inh: inhibition of GAL4-SRC2 driven luciferase reporter, primary screen, SRC2 inhibitor project, cell-based, luminescence | inhibition, % at 9 µM | HEK293 GAL4-SRC2 luciferase reporter | Nuclear receptor coactivator 2 (Homo sapiens), Q15596 | 0.17% of 370,000 active | AID 651957, 2012;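 active = inhibition above the mean inhibition of all tested compounds plus 3 SD, set per campaign, cut at about 52% in these data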;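 note: 0% = DMSO treated cells and 100% = cells given Gossypol at 36 µM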
# LMP1 NFkB inh: EBV LMP1-driven NF-kappaB luciferase reporter inhibitors, primary screen, cell-based, luminescence, single point; AID 504558, 2011; inhibition, % at 12.5 µM; LMP1-induced NF-kappaB luciferase reporter cells; 0.69% of 350,000 active; in the data active = inhibition above about 41%;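 note: 0% = neutral control wells and 100% = reference inhibitor control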
# NOD2-RIPK2 inh: NOD2-RIPK2 binding disruptors in cells, primary screen, fluorescence, CHO cells, BLA complementation. Receptor-interacting serine/threonine-protein kinase 2 (Homo sapiens), O43353. CCF4 ratio. inhibition, % at 4.98 µM. 0.38% of 360,000 active. AID 624267, 2012; in the data active = inhibition above about 21%;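 note: 0% = vehicle only and 100% = reference blocker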
# Target sequence (O43353 whole entry, looked up): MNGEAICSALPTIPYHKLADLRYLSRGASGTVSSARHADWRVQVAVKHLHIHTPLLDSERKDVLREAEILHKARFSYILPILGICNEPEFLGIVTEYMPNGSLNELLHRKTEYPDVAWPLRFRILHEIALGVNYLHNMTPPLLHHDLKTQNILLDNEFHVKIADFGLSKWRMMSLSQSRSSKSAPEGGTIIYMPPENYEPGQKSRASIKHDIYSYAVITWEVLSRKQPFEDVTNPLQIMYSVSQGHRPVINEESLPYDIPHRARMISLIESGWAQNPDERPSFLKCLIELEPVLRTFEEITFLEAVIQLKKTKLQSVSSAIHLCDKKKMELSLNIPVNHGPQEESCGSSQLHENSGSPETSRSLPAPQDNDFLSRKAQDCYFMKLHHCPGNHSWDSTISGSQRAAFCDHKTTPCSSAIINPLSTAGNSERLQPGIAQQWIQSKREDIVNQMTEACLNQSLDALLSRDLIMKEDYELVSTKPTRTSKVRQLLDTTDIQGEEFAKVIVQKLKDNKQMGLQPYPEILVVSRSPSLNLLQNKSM
# NCOA1 inh: SRC1 coactivator transcriptional activity inhibitors, primary screen, cell-based, luminescence; Nuclear receptor coactivator 1 (Homo sapiens), Q15788; HEK293 GAL4-SRC1 luciferase reporter; inhibition, % at 3.6 µM; 0.12% of 360,000 active; AID 588354, 2011;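 active = inhibition above the campaign mean plus 3 SD, with each screening campaign given its own cutoff, cut at about 60% in these data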;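 note: 0% = DMSO treated cells and 100% = gossypol at 36 µM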
# TLR9-MyD88 block: inhibitors of TLR9-MyD88 association in cells, primary screen, cell-based, CHO, BLA complementation, fluorescence; CCF4 FRET ratio; inhibition, % at 4.98 µM; 0.21% of 340,000 active;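 active = inhibition above the mean over all tested compounds plus 3 SD, cut at about 21% in these data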;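 note: 0% = DMSO only wells and 100% = clavulanate BLA inhibitor control wells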
# Numbers without * were called inactive; · = no result given. Only part of the results is shown; the hit share may differ from the screen's.
# Fields: NR2F2 inh	Vif inh	TROY signal inh	NR5A2 inv ag	NCOA3 inh	TRAIL sens C8	SRC2 inh	LMP1 NFkB inh	NOD2-RIPK2 inh	NCOA1 inh	TLR9-MyD88 block
- C=CCC[C@@H](Cc1ccc(F)cc1)C(=O)OC[C@@H](Cc1c[nH]c2ccccc12)NC(=O)[C@@H](CC=C)CC(=O)N[C@H](CO)Cc1ccccc1
  8	-4	-7	-4	2	-1	15	22	-8	-1	-10
- CCC1CN(C(=O)NCc2ccc(F)cc2)c2cc(C)ccc2O1 (stereo not drawn)
  15	-3	5	0	9	25	-36	-5	2	-4	-5
- CN(Cc1ccc(F)cc1)C(=O)CCc1nnc(-c2ccccc2)o1
  -17	-1	-41	-44	-52	-3	-41	-27	-7	-38	4
- Clc1cccc(CNCC2CCCO2)c1Cl (stereo not drawn)
  -3	-6	8	-11	-19	0	-23	11	3	-16	0
- CC(C)NC(=O)N(C)C[C@H]1Oc2ccc(NC(=O)Cc3ccccc3)cc2C(=O)N([C@H](C)CO)C[C@@H]1C
  -1	1	3	11	-3	-5	18	-5	0	1	-6
- O=C(c1ccc(COc2c(F)c(F)cc(F)c2F)o1)N1CCN(c2ccc(Cl)cc2)CC1
  -16	-11	-6	-4	9	24	-26	16	-12	10	-6
- CCn1c(CCNC(=O)c2ccc(OC)cc2)nnc1SCc1ccc(Cl)cc1Cl
  9	-12	63*	-15	10	-5	-17	66*	3	-3	3
- C[C@H](NC(=O)[C@@H]1Cc2ccccc2CN1C(=O)OC(C)(C)C)C(=O)NC1CCCCC1
  12	13	-4	-11	-4	-20	24	-11	5	-12	0
- CCCCN(C(=O)c1cc2c(s1)CCC2)c1c(N)n(CC(C)C)c(=O)[nH]c1=O
  -3	0	-7	14	4	-15	10	-1	-6	-5	-5
- COc1ccccc1C(C)NC(=O)CCOc1cccc(C)c1 (stereo not drawn)
  -1	5	3	-5	-4	3	-14	0	-7	-8	-7
- CCOC(=O)c1c(C)[nH]c(C(=O)CN2CC(C)OC(C)C2)c1C (stereo not drawn)
  -10	-1	-4	0	11	-22	13	6	-10	7	3
- Cc1cc(NC(=O)CSc2nc(C(C)C)nc3sc4c(c23)CCCC4)no1
  -3	1	-10	4	7	20	0	4	7	3	0
- c1ccc(-c2cnnc(N3CCCCC3)n2)cc1
  -18	-4	19	-24	-19	-3	-30	-54	-6	-12	6
- O=C(CN1C(=O)S/C(=C/c2cc(Br)cs2)C1=O)N1CCOCC1
  -8	-24	-8	-6	13	15	-24	4	-6	6	6
- CCC(=O)N1CCc2cc(S(=O)(=O)NCCCN(CC)Cc3ccccc3)ccc21
  -11	·	0	-4	-4	-10	-28	9	-8	1	1

# Three entries from above, ordered by formula weight, ascending:
# Fields: NR2F2 inh	Vif inh	TROY signal inh	NR5A2 inv ag	NCOA3 inh	TRAIL sens C8	SRC2 inh	LMP1 NFkB inh	NOD2-RIPK2 inh	NCOA1 inh	TLR9-MyD88 block
- COc1ccccc1C(C)NC(=O)CCOc1cccc(C)c1 (stereo not drawn)
  -1	5	3	-5	-4	3	-14	0	-7	-8	-7
- CCOC(=O)c1c(C)[nH]c(C(=O)CN2CC(C)OC(C)C2)c1C (stereo not drawn)
  -10	-1	-4	0	11	-22	13	6	-10	7	3
- O=C(c1ccc(COc2c(F)c(F)cc(F)c2F)o1)N1CCN(c2ccc(Cl)cc2)CC1
  -16	-11	-6	-4	9	24	-26	16	-12	10	-6

# Going on with the list.
# Fields: NR2F2 inh	Vif inh	TROY signal inh	NR5A2 inv ag	NCOA3 inh	TRAIL sens C8	SRC2 inh	LMP1 NFkB inh	NOD2-RIPK2 inh	NCOA1 inh	TLR9-MyD88 block
- COc1cc(NC(=O)CN2CCCCCC2)cc(OC)c1
  -16	9	-22	-3	-43	-4	-5	-6	8	-11	7
- CC(C)CC(c1nnnn1C(C)C)N1CCN(c2ccccc2)CC1 (stereo not drawn)
  -13	10	12	17	-15	-3	3	8	-1	8	-7
- CCOC(=O)C1CCN(C(=O)CN2C(=O)c3cccnc3Oc3ccccc32)CC1
  -7	5	16	23	12	0	10	-4	3	-10	3
- O=NC1=C(c2c(O)[nH]c3ccccc23)CCCC1
  4	7	-14	-1	-4	-1	-11	-4	-2	6	4
- COc1ccc[nH]c1=O
  -8	4	9	-1	16	-19	-3	4	-5	-19	-1
- Cn1c(=O)[nH]c(=O)c2c1nc(NCCCO)n2CCOc1ccccc1
  -5	33	11	14	5	7	-20	-1	1	22	-7
- CCOc1cc(N2CCOCC2)c(OCC)cc1NC(=O)COC(=O)c1ccc(Cl)cc1N
  -12	7	-13	22	12	14	-29	16	5	-25	4
- O=C(O)c1ccc(Cl)c(S(=O)(=O)N2CCCCCC2)c1
  -5	3	-17	12	22	-3	1	-2	-13	-11	5
- CC(=O)C(C(c1ccccc1)N1CCOCC1)N1CCOCC1 (stereo not drawn)
  13	27	6	3	-4	1	-12	1	-17	5	-11
- Cc1ccc(/C=C2\CCC3=C2OC(N)=C(C#N)C3c2ccc(C)cc2)cc1 (stereo not drawn)
  ·	0	8	-5	1	-35	·	3	11	-35	11
- CCOc1ccc(-n2nnc3c(=O)n(C/C=C/c4ccccc4)cnc32)cc1
  12	3	31	20	-10	-10	12	3	-1	-1	-5
- CC(C)(C)C1CCc2c(sc(N)c2C(N)=O)C1 (stereo not drawn)
  ·	-18	8	9	-3	11	·	3	-1	-5	12
- CC1(C)CC(=O)C2=C(C1)NC(=O)CC2c1cccc(F)c1 (stereo not drawn)
  4	15	14	1	-2	-14	3	3	-3	-8	-1
- COCCNC(=O)C1(C)CCCN(Cc2cc(-c3ccccc3)n(C)n2)C1 (stereo not drawn)
  13	1	-13	21	2	-15	11	·	1	16	·
- CC(=O)OC[C@H]1O[C@@H](Sc2cccc3cccnc23)[C@H](OC(C)=O)[C@@H](OC(C)=O)[C@@H]1OC(C)=O
  1	-4	-10	-12	5	10	-24	3	4	-31	7

# The results go on:
canonical_smiles	NR2F2 inh	Vif inh	TROY signal inh	NR5A2 inv ag	NCOA3 inh	TRAIL sens C8	SRC2 inh	LMP1 NFkB inh	NOD2-RIPK2 inh	NCOA1 inh	TLR9-MyD88 block
CCn1c(C)c(C(C)=O)c(N2CCN(c3ccccn3)CC2)nc1=S	1	-5	5	0	4	17	26	-7	2	2	-2
O=C(O)c1ccccc1C(=O)c1cccs1	4	-3	21	-26	3	4	7	3	-20	-18	8
Cc1ccc(S(=O)(=O)NCC(=O)N/N=C/c2ccc(Cl)cc2Cl)cc1	5	-4	-2	5	24	4	-8	3	1	-26	-1
CC(C)COc1ccc(C(=O)NC(=S)Nc2ccc(CN3CCOCC3)cc2)cc1	9	2	20	-6	-21	0	21	5	-3	10	1
O=C(CSc1nc2ccccc2c(=O)n1-c1ccc(F)cc1)NC1CC1	-17	·	-16	-33	12	-12	5	0	-5	-9	-5
Cn1cnc([N+](=O)[O-])c1Sc1ccccc1	16	4	17	15	-8	-10	20	5	-3	1	-5
COc1cc(/C=C2\SC(=S)N(NC(=O)c3ccc(O)cc3)C2=O)ccc1O	0	5	0	-18	-35	16	-20	5	13	-13	-1
O=[N+]([O-])c1ccc(Nc2nc(N/N=C/c3cccc(F)c3)nc(N3CCCC3)n2)cc1	-3	-2	-12	-15	16	19	12	-20	-5	-5	-6
Cn1c(C(=O)N2CCC(C(N)=O)CC2)cc2cc(Cl)ccc21	7	2	-49	-4	8	-11	3	6	-3	22	-3
COc1ccc(Br)cc1C1N2CC3(C)CN1CC(C)(C2)C3=O (stereo not drawn)	-1	-4	8	13	-17	13	-11	-4	-3	-45	4
COc1ccc(-c2coc3cc(OC(C)=O)c(OC)cc3c2=O)cc1	-6	4	-55	-37	-19	30	-15	-3	-6	-77	-8
Cc1ccccc1NC(=O)Cc1nc(COC(=O)CCC(=O)c2ccccc2)cs1	19	7	-1	-10	-2	-4	20	-2	11	-6	3
CC(C)NC(=O)NC(=O)CN1c2cccc3cccc(c23)S1(=O)=O	9	-1	9	-9	-15	-6	-6	-19	-15	-7	-7
CC1(C)CC(=O)C=C(c2ccc(COC(=O)c3ccccc3)cc2)C1=O	-37	·	47	-71	-78	12	-59	-40	-4	-25	0
Cn1c(/C(C#N)=C/c2ccc(O)cc2)nc2ccccc21	-5	2	-30	-26	-29	4	-30	-16	2	-30	-3
CCOC(=O)N1CCN(C(=O)C[C@@H]2C[C@@]3(C(=O)OCC)CCCC=C3N(Cc3ccco3)C2=O)CC1	-10	·	-34	-22	·	-27	-1	·	-1	·	·
O=C(CSc1nnc(Cc2ccccc2)n1-c1ccccc1)NNC(=O)Cc1ccccc1	7	-6	13	-16	10	-20	-18	-2	-6	-13	-7
Cc1c(Cl)c(-c2n[nH]c(=S)n2CC(C)C)nn1C	3	2	-1	-8	16	-3	-20	1	6	-1	-8
Cc1ccccc1Cn1cc(NC(=O)c2cc(-c3cccs3)on2)cn1	13	-5	3	8	-33	10	-8	1	-4	-24	-2
COc1cc(C2NC(=O)NC(C)=C2C(=O)OC(C)(C)C)ccc1OCC(N)=O (stereo not drawn)	-9	6	-12	-16	15	7	-20	6	-7	-5	13
CNC(=O)CN(c1cc([N+](=O)[O-])ccc1OC)S(C)(=O)=O	6	1	6	13	6	-2	7	2	-7	4	-6
CCC(CO)Nc1ccn2nc(-c3cccc(Cl)c3)cc2n1 (stereo not drawn)	-32	4	-29	-115	-91	6	-50	·	-1	-80	·
Cc1ccc(S(=O)(=O)N2CCN(CC(=O)N/N=C/c3ccc(C)o3)CC2)cc1	2	3	-2	-1	13	-18	2	-5	8	-2	-8
COc1ccc2cc(CN(CC3COCCO3)S(=O)(=O)c3ccc(Cl)cc3)c(=O)[nH]c2c1 (stereo not drawn)	-19	5	-46	-22	-3	14	-13	6	-6	-12	-15
CC1(C)S[C@@H]2[C@H](NC(=O)[C@H](N)c3ccccc3)C(=O)N2[C@H]1C(=O)OC1OC(=O)c2ccccc21 (stereo partly drawn)	3	0	-4	-8	15	-11	-31	10	-6	9	-8
